Source: PubChem BioAssay (several laboratories)
Fh CTSL1 inh: blocks F. hepatica cathepsin L1 in PFM18AAP counter-screen; recombinant F. hepatica cathepsin L1, Z-Leu-Arg-MCA fluorescence; inhibition, % at 5.96 µM; actives 0.49% (n = 300,000);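 active = inhibition above the mean of all tested compounds plus 3 SD, set per screening campaign, cut at about 17% in these data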;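 note: 0% = plate median of test compound wells and 100% = 1 µM Z-Phe-Ala-diazomethylketone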
Efflux pump inh: inhibitors of Candida antifungal efflux pumps expressed in yeast; S. cerevisiae Candida pump triplex, Nile Red efflux; actives 0.44% (n = 330,000); inhibition, % at 10 µM;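 active = plate passing quality check with inhibition over a set limit, or well fluorescence over plate mean plus 4 SD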;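 note: Nile Red retained in pooled yeast measured as flow cytometry median fluorescence; 0% = buffer negative control and 100% = Enniatin B positive control; higher means more Nile Red kept so more efflux inhibition; some compounds called inactive have numbers as strong as hits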
TPT1 inhibitor: blocks Candida albicans tRNA 2'-phosphotransferase; actives 0.81% (n = 300,000); AID 1962; inhibition, % at 5 µM; recombinant caTPT1, FP RNA substrate dephosphorylation;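 active = inhibition above the mean of all tested compounds plus 3 SD, set per screening campaign, cut at about 24% in these data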;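 note: plate controls were DMSO alone for no effect and ferristatin control at 100 nM for full effect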
JMJD2C inh: human JMJD2C demethylase inhibition. inhibition, % at 2.35 µM. AID 2099. actives 0.069% (n = 330,000). GST-JMJD2C(1-420) H3K9me3 demethylation, DELFIA europium;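 active = more than half of a compound's replicate wells show inhibition beyond 50%, single wells judged on their own value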;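 note: signal counts dimethyl H3K9 product captured on neutravidin plate; 0% = median of DMSO wells and 100% = 0.3 times that DMSO median; strong numbers were not always called active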
Target sequence (Q9H3R0 1-420 limits assumed): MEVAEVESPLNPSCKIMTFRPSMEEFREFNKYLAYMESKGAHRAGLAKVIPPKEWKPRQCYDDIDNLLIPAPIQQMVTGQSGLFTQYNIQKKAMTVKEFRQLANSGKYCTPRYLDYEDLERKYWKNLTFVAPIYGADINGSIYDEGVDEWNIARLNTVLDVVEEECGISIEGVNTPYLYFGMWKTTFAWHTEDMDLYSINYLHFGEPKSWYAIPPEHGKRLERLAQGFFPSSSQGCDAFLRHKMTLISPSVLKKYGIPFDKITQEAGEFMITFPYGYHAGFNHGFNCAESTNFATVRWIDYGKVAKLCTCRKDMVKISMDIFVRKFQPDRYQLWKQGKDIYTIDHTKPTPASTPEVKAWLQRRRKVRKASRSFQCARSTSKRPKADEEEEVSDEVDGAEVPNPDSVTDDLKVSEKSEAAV
proCasp3 act: activates human procaspase-3. P42574. recombinant procaspase-3 D3A, Ac-DEVD-pNA absorbance 405 nm. activation, % at 8.5 µM. actives 0.11% (n = 330,000). AID 463141;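 active = activation above the mean of all tested compounds plus 3 SD, cut at about 21% in these data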;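 note: 0% = DMSO alone and 100% = DMSO wells spiked with extra 5 µM PC-3 D3A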
Target sequence (P42574 whole entry D9A/D28A/D175A): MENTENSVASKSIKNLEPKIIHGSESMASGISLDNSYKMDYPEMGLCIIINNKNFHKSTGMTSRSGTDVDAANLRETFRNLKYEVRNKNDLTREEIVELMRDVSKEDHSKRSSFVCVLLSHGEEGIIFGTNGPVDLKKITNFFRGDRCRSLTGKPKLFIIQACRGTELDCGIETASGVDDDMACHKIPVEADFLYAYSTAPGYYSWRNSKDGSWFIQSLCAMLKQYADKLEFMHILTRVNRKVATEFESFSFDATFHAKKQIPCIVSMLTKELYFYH
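material = Procaspase-3 D3A mutant | probe or stimulus = Ac-DEVD-pNA | compound = single dose, 8.5 µM nominal compound, 0.8% DMSO | timing = 1 h preincubation, 2 h reaction | measured by = 405 nm absorbance of p-nitroaniline, reads at 0 and 120 min | benchmarks = DMSO-only low control, 5 µM PC-3 D3A high control | repeats = singlicate, each compound tested once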
HCV core dimer: HCV core protein dimerization inhibition | TR-FRET GST/Flag-core106 dimerization, 1536-well | inhibition, % at 5 µM | actives 0.33% (n = 300,000) | AID 1899;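 active = inhibition above the mean of all tested compounds plus 3 SD, set per screening campaign, cut at about 45% in these data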
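System: GST-tagged and Flag-tagged HCV core protein residues 1-106 / Input: core106 proteins, GST 13.5 nM and Flag 17 nM / Buffer or medium: KF-containing HEPES buffer, pH 7.45, DTT, CHAPS, BSA / Probe or stimulus: Eu-anti-GST and XL665-anti-Flag labelled anti-tag antibodies / Schedule: 4 h, 22.5 °C incubation / Technique: TR-FRET 671 and 617 nm emission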
procasp7 counter: activates human procaspase-7, counter-screen for procaspase-3 activators; P55210; actives 0.093% (n = 330,000); recombinant procaspase-7, Ac-DEVD-pNA absorbance 405 nm; D23A/D198A/D206A triple mutant, cannot self-cleave; scale: DMSO 0, 5 µM enzyme 100; AID 463210; activation, % at 8.5 µM;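 active = percent activation above the screen-wide mean plus 3 SD, cut at about 25% in these data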
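System: Procaspase-7 triple mutant (PC-7 D3A); measure: % activation from two-timepoint absorbance difference, scaled to controls; times: 1 h compound preincubation, 2 h substrate cleavage, 25 °C; also added: Ac-DEVD-pNA substrate, 400 µM as added; measured by: Epi-absorbance of released pNA at 405 nm, two timepoints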
PP1 counter: counter-screen for PP5 inhibitors: inhibitors of human PP1-alpha; P62136; purified PP1alpha, OMFP fluorescence; inhibition, % at 6.7 µM; actives 0.9% (n = 320,000); AID 2235;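 active = inhibition above the mean inhibition of all tested compounds plus 3 SD, computed separately for each screening campaign, cut at about 15% in these data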
Target sequence (P62136 whole entry, looked up): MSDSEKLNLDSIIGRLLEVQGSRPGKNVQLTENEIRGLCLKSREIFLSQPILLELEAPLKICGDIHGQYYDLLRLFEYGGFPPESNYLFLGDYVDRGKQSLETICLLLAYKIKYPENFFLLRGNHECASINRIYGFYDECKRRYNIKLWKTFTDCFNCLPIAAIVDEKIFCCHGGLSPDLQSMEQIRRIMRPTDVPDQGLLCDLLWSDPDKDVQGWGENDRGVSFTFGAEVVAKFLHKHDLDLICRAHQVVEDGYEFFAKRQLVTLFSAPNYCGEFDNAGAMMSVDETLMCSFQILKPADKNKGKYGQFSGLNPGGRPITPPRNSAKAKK
PP5 inh: inhibitors of human protein phosphatase 5 (PP5) | P53041 | purified PP5c, OMFP substrate fluorescence | inhibition, % at 6.7 µM | actives 0.18% (n = 320,000) | AID 1987;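 active = inhibition above the campaign's mean inhibition across all tested compounds plus 3 SD, cut at about 9.5% in these data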;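 note: 0% = DMSO only and 100% = 100 µM cantharidin control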
Starred values were filed as active, the others as inactive; nt = no result given.

SMILES | Fh CTSL1 inh | Efflux pump inh | TPT1 inhibitor | JMJD2C inh | proCasp3 act | HCV core dimer | procasp7 counter | PP1 counter | PP5 inh
Brc1ccccc1/C=N/Nc1ccc2ccccc2n1 | -2 | -0.1 | -4 | -2 | -7 | 7 | -1 | -1 | 0.8
COCCCN(C(=O)Cn1ncc2c(=O)oc3ccc(C)cc3c21)C(C)c1ccncc1 (configuration not stated) | 4 | 0.0 | -1 | -16 | -3 | -14 | 4 | 0 | 3.3
Cc1cc(C)c(S(=O)(=O)Cc2ccccc2)c(Cl)n1 | -1 | 0.0 | 1 | 10 | 4 | -1 | 10 | 3 | 0.0
CCNc1nc(C)c(CN(C(C)=O)c2ccccc2)nc1C#N | 3 | 0.1 | -1 | 2 | 1 | -11 | -1 | -1 | 4.7
COc1cc(/C=N/NC(=O)CC2(C)OCCCO2)ccc1OCc1ccccc1 | 4 | -0.1 | -5 | 2 | 0 | -7 | -6 | 8 | 3.4
C[C@@H](NC(=O)c1nc[nH]c1C(=O)N1CCN(c2ccccc2)CC1)c1ccccc1 | nt | 0.0 | nt | 1 | 5 | nt | 10 | -4 | -3.4
COc1ccc(OC)c(/C=N/NC(=O)c2ccc3nc[nH]c3c2)c1 | 2 | 0.0 | -2 | -6 | -6 | 2 | 7 | -5 | -1.5
CC(C(=O)NC1CC(C)(C)NC(C)(C)C1)c1ccc([N+](=O)[O-])cc1 (configuration not stated) | 0 | -0.1 | 2 | 24 | -2 | 6 | 10 | -3 | 2.4
O=C(/C=C/Nc1ccc(Cc2ccc(N/C=C/C(=O)C(F)(F)F)cc2)cc1)C(F)(F)F | 3 | 0.1 | 11 | 14 | -1 | 39 | -4 | 11 | -0.1
NC(=O)C1CCCN(C(=O)c2ccc3c(c2)NC(=O)CS3)C1 (configuration not stated) | nt | 0.1 | nt | 1 | 4 | nt | 0 | 0 | 0.5
Cc1c(Cl)cccc1NC(=O)CCN1CCCCCC1 | -2 | -0.1 | -2 | 6 | -3 | -3 | -2 | 0 | 2.0
Cc1nnc(NC(=O)CSc2nnc(-c3ccco3)o2)s1 | -3 | 0.0 | -6 | -9 | -2 | 3 | -7 | -2 | 2.2
Cc1ccc(C(=O)N2C(=O)c3cccc(N)c3C2=O)o1 | 8 | -0.1 | -5 | -10 | 2 | -1 | 2 | 0 | -0.7
CCOC(=O)c1nn(-c2ccccc2)c(C(=O)OCC)c1N | 1 | 0.2 | -1 | -11 | 11 | 0 | 8 | 3 | 2.2
Cc1c(OC(=O)CNC(=O)OC(C)(C)C)ccc2c3c(c(=O)oc12)CCC3 | -2 | -0.4 | 2 | -18 | -10 | -4 | -2 | 1 | 2.8
COc1ccc(Cl)cc1NC(=S)N(CCCN1CCOCC1)Cc1cn(C)c2ccccc12 | 2 | -0.3 | 2 | 13 | -2 | -6 | -20 | 4 | 5.5
Cc1cc(=O)n2c(ccc3ccccc32)c1C#N | -3 | -0.2 | -6 | 5 | 3 | 0 | 9 | -2 | 1.1
Cc1cc(C)cc(N(C(=O)Cn2nnc(-c3ccccc3)n2)C(C(=O)NC2CCCCC2)c2ccccn2)c1 (configuration not stated) | -3 | 6.4* | 0 | -18 | 2 | 7 | 10 | 0 | 1.4
Cc1cc(NC(=O)CSc2ccc(-c3ccc4c(c3)OCO4)nn2)no1 | -2 | -0.2 | -1 | -10 | -2 | 10 | -1 | -1 | 0.1
CCCCCn1c(SCC2CCCO2)nc2cc(C(=O)N3CCC(C(N)=O)CC3)ccc2c1=O (configuration not stated) | 7 | 0.1 | -1 | nt | -3 | 4 | -7 | 2 | 0.3
CN(C)c1ccc(CNCC2CCCO2)cc1 (configuration not stated) | 2 | 0.0 | -2 | -2 | -2 | 0 | 4 | 0 | -0.2
Cc1ccc(NC(=O)CN(C)C(=O)C(C)N2CCN(Cc3ccccc3C)CC2)cc1 (configuration not stated) | nt | 0.3 | nt | 1 | 8 | nt | -6 | -1 | 2.8
CNC(=O)C(=O)Nc1cc2c3c(c1)C(C)C(=O)N3CCC2 (configuration not stated) | -2 | 0.2 | -2 | 34 | 9 | 8 | -5 | -2 | 1.4
COc1ccc(C2=NN(c3nc(C(=O)O)cs3)C(O)(C(F)(F)F)C2)c(OC)c1 (configuration not stated) | -3 | 0.4 | 6 | 5 | -5 | 0 | -13 | 0 | 0.5
Cc1ccc(NC(=O)C(C)N2C(=O)c3ccccc3S2(=O)=O)cc1Cl (configuration not stated) | 4 | -0.3 | -1 | 115 | 2 | -2 | 15 | -1 | 4.0

Single records, from the list above. Order of screens: Fh CTSL1 inh | Efflux pump inh | TPT1 inhibitor | JMJD2C inh | proCasp3 act | HCV core dimer | procasp7 counter | PP1 counter | PP5 inh
Entry for `Cc1nnc(NC(=O)CSc2nnc(-c3ccco3)o2)s1` : -3 | 0.0 | -6 | -9 | -2 | 3 | -7 | -2 | 2.2
Entry for `COc1ccc(C2=NN(c3nc(C(=O)O)cs3)C(O)(C(F)(F)F)C2)c(OC)c1` (configuration not stated) : -3 | 0.4 | 6 | 5 | -5 | 0 | -13 | 0 | 0.5

(cont.)
SMILES | Fh CTSL1 inh | Efflux pump inh | TPT1 inhibitor | JMJD2C inh | proCasp3 act | HCV core dimer | procasp7 counter | PP1 counter | PP5 inh
COc1cc(C(=O)O/N=C2\C=CC(=O)C(C)=C2)cc(OC)c1OC | 6 | -0.1 | 2 | -2 | -3 | 0 | -27 | -3 | 0.4
N#CCC(=O)Nc1ccc(C(=O)OCC(=O)NC(=O)NCc2ccco2)cc1 | nt | -0.1 | nt | -2 | -1 | nt | -2 | nt | nt
CCOC(=O)c1cc2c(C)[nH]c(C)c2cc(C(=O)OCC)c1=O | 4 | 0.5 | 0 | 15 | -5 | -4 | -10 | 0 | 1.7
COc1ccc([N+](=O)[O-])cc1NC(=O)CSc1ccc2ccccc2c1 | 7 | 0.3 | 1 | -7 | 1 | 26 | -1 | -1 | 1.9
CSC(=NC#N)N1CCN(c2ccc([N+](=O)[O-])cc2)CC1 | 3 | -0.1 | 0 | -17 | -2 | 5 | 3 | 0 | 0.3
COc1ccc(CN2CC(=O)N(c3ccc(C)cc3C)C2=S)cc1OC | -2 | -0.1 | 2 | -5 | 2 | -1 | 2 | -1 | 4.3
COc1ccccc1N(C1=NCCCS1)S(=O)(=O)c1ccc(C(C)(C)C)cc1 | -1 | 0.3 | -2 | -38 | -6 | 8 | -3 | 7 | 4.2
CCOC(=O)c1nnn2c3ccccc3c(=O)n(C)c12 | 1 | -0.1 | -5 | -3 | -3 | 0 | 5 | -1 | 0.3
COCCN(Cc1cc2cc3c(cc2nc1Cl)OCO3)C(=O)Nc1ccc(F)cc1 | 0 | -0.1 | 0 | 25 | 5 | 12 | 9 | -2 | -1.2
COC(=O)c1[nH]c2ccccc2c1NS(=O)(=O)c1ccc(F)c(C)c1 | 0 | -0.1 | 0 | -3 | -6 | -5 | 6 | -1 | 0.4
COc1ccccc1NC(=O)CCSc1nnc(-c2ccco2)o1 | -4 | -0.1 | 1 | -10 | -2 | 2 | 0 | 1 | -1.1
Cc1cc(NC(=O)c2cc3ccccc3o2)cc(C)c1OCC(=O)N1CCOCC1 | 0 | 0.0 | -4 | 12 | 1 | 1 | 4 | -2 | -0.7
CCSC1=N/C(=C\c2ccc(-c3ccccc3[N+](=O)[O-])o2)C(=O)S1 | 3 | 0.0 | -34 | 1 | -4 | 0 | -13 | -3 | 0.9
Cc1cc(-n2c(C)cc(C(=O)CSc3nnc4sc5ccccc5n34)c2C)no1 | 1 | 0.0 | -1 | -8 | -4 | -19 | 7 | -5 | 4.0
CCN(CC)C(=O)N1CCN(C(=O)N2CCOCC2)CC1 | 6 | 0.0 | 1 | -1 | -1 | -4 | 5 | -4 | -1.3
NC(=O)COC(=O)c1ccc(NS(=O)(=O)c2ccc3c(c2)OCCO3)cc1 | 7 | 0.4 | 2 | -5 | 2 | -3 | -12 | -2 | 3.1
O=C(NN=C1CCCC1)c1cc(-c2ccccc2)n[nH]1 | -3 | 0.1 | 4 | -13 | 1 | 1 | 2 | 15 | 4.2
Cc1ccc(C)c(-c2ccc(=O)n(Cc3c(F)cccc3Cl)n2)c1 | 1 | 0.0 | 2 | -26 | -1 | 3 | -7 | 5 | 5.7
O=C(CCNC(=O)c1ccc(Br)cc1)NCCCN1CCOCC1 | nt | 0.1 | nt | nt | -1 | nt | 6 | -4 | 1.0
Cc1ccc2c(c1)C1CN(C)CCC1N2C(=O)c1cccc(S(=O)(=O)N(C)C)c1 (configuration not stated) | 0 | -0.1 | 2 | 1 | -6 | -3 | 5 | -1 | -0.1
Cc1ccc(Cl)cc1N1CCN(C(=O)C2CCN(S(=O)(=O)c3cnc[nH]3)CC2)CC1 | 9 | 0.1 | 1 | nt | 9 | -2 | -14 | -4 | 0.1
Cc1ccc(C(=O)NC(=S)NNC(=O)CC#N)cc1 | -2 | 0.1 | 1 | -5 | 0 | -7 | -4 | -1 | 3.4
COC(=O)c1cn(C(=O)c2ccccc2)c2ccccc12 | -1 | -0.1 | 1 | 5 | -3 | -5 | 5 | 4 | 1.1
Cc1ccc(C)c(NC(=O)CN(C)C(=O)c2cc([N+](=O)[O-])ccc2N2CCOCC2)c1 | 2 | -0.1 | -2 | 5 | 8 | -1 | -3 | 1 | 0.2
Cc1cccc2cc(/C=N/Nc3ccc(C(=O)O)cc3)c(Cl)nc12 | 4 | -0.2 | 25* | 8 | -16 | 4 | -28 | 4 | 1.1

The list continues.
SMILES | Fh CTSL1 inh | Efflux pump inh | TPT1 inhibitor | JMJD2C inh | proCasp3 act | HCV core dimer | procasp7 counter | PP1 counter | PP5 inh
CCC(C)(C)n1nnnc1C(C(C)C)N1CCSCC1 (configuration not stated) | -1 | -0.2 | -2 | -13 | 10 | 1 | 9 | -3 | 0.8
Cc1cc2nnc(SCC(=O)N3CCCCCC3)n2c(N)n1 | 2 | 0.0 | -5 | 1 | -3 | -8 | 3 | 0 | -0.1
CCOc1ccc(C(=O)NCC(=O)OCC(=O)c2ccc3c(c2)-c2ccccc2C3)cc1 | -14 | 0.4 | 3 | -6 | 1 | -11 | -5 | 8 | 1.4
Cc1cc(C)nc(NC2=NCC(=O)N2c2ccc(F)c(Cl)c2)n1 | 3 | -0.1 | -5 | 9 | -3 | -4 | 5 | -4 | 1.9
COC(=O)[C@@H]1C[C@H]1[C@@H](NC(=O)c1ccccc1)c1ccccc1 | -3 | 0.2 | 1 | -4 | 2 | -3 | -13 | 1 | 2.8
O=C(CC(=O)c1ccccc1)Nc1cc(C(F)(F)F)ccc1Cl | 1 | 0.0 | -1 | 0 | 4 | 0 | 8 | 1 | -3.3
Nc1c(C(=O)NCc2ccco2)c2nc3ccccc3nc2n1CCc1ccccc1F | 2 | -0.1 | 14 | 9 | -1 | 10 | 6 | 2 | 5.3
COCCOC(=O)C1=C(C)NC(=O)NC1C1CC=CCC1 (configuration not stated) | 0 | 0.1 | 2 | 4 | -8 | -1 | 2 | -1 | 1.9
